Compound activity as filed in PubChem.
AGP1 TOR yeast – modulators of AGP1-GFP expression in yeast TOR pathway, primary screen, cell-based, multiplex flow cytometry, S. cerevisiae, MLPCN library; 3 h; GFP as percent of DMSO wells; GFP response vs DMSO, % at 10 µM; 0.02% of 320,000 active; AID 2066, 2009;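 active = GFP response relative to DMSO above a set limit, near screen average plus 3 SD, cut at about 150% in these data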;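 also: median GFP channel fluorescence of the gated AGP1 strain per well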
MEP2-GFP yeast – modulators of MEP2-GFP levels in yeast, primary screen, S. cerevisiae, multiplex flow cytometry, MLPCN library; S. cerevisiae MEP2-GFP strain, 3 h; 100% = DMSO control level; GFP response vs DMSO, % at 10 µM; 0.51% of 330,000 active;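 active = GFP response versus DMSO above a set limit, roughly screen mean plus 3 SD, cut at about 180% in these data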;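 also: median GFP fluorescence of the barcode-gated MEP2-GFP cells per well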
GASC-1 inh – inhibitors of GASC-1 histone demethylase, primary screen, biochemical, fluorescence, DELFIA europium. Lysine-specific demethylase 4C (Homo sapiens), Q9H3R0. 0.069% of 330,000 active. AID 2099, 2009. inhibition, % at 2.35 µM. GST-JMJD2C(1-420) H3K9me3 demethylation;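 active = more than half of a compound's replicate wells show inhibition beyond 50%, single wells judged on their own value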;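 also: signal counts dimethyl H3K9 product captured on neutravidin plate; 0% = median of DMSO wells and 100% = 0.3 times that DMSO median; strong numbers were not always called active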
GRK2 aptamer HTS – compounds blocking aptamer binding on GRK2 – biochemical, human GRK2, bead flow cytometry, HTS, primary screen; Beta-adrenergic receptor kinase 1 (Homo sapiens), P25098; FAM-aptamer displacement from GRK2; inhibition of aptamer binding, % at 10 µM; 0.59% of 330,000 active;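 active = inhibition of aptamer binding above 40%, roughly 3 SD of noise, on plates passing a quality check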;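 also: median bead fluorescence of bound FAM aptamer so fluorescent compounds give negative values; no value below 0 was filed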
CIT2-GFP yeast – modulators of CIT2-GFP expression in yeast, primary screen, S. cerevisiae, GFP fusion, multiplex flow cytometry, MLPCN library. S. cerevisiae CIT2-GFP strain, 3 h; 100 means same as DMSO wells. GFP response vs DMSO, % at 10 µM. 0.065% of 320,000 active. AID 2029, 2009;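 active = GFP response relative to DMSO above a set limit, near the screen mean plus 3 SD, cut at about 150% in these data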;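 also: ratio of well median GFP fluorescence to mean of DMSO wells on the plate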
LAP4 TOR yeast – modulators of LAP4-GFP expression in yeast, primary screen, S. cerevisiae, multiplex flow cytometry, MLPCN library. 3 h; median GFP as percent of DMSO wells. GFP response vs DMSO, % at 10 µM. 0.34% of 320,000 active. AID 2023, 2009;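 active = GFP response vs DMSO above a set limit, about the screen mean plus 3 SD, cut at about 150% in these data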
VLA-4 inh – inhibition in human VLA-4 binding assay, primary screen, VLA-4 allosteric modulator project, MLPCN library, flow cytometry, VLA-4 expressing cells; Integrin alpha-4 (Homo sapiens), P13612; ligand binding flow cytometry; inhibition, % (about 7 µM as worked out from the volumes in the protocol); 0.2% of 330,000 active; in the data active = inhibition above about 50%
Target sequence (P13612 whole entry, looked up): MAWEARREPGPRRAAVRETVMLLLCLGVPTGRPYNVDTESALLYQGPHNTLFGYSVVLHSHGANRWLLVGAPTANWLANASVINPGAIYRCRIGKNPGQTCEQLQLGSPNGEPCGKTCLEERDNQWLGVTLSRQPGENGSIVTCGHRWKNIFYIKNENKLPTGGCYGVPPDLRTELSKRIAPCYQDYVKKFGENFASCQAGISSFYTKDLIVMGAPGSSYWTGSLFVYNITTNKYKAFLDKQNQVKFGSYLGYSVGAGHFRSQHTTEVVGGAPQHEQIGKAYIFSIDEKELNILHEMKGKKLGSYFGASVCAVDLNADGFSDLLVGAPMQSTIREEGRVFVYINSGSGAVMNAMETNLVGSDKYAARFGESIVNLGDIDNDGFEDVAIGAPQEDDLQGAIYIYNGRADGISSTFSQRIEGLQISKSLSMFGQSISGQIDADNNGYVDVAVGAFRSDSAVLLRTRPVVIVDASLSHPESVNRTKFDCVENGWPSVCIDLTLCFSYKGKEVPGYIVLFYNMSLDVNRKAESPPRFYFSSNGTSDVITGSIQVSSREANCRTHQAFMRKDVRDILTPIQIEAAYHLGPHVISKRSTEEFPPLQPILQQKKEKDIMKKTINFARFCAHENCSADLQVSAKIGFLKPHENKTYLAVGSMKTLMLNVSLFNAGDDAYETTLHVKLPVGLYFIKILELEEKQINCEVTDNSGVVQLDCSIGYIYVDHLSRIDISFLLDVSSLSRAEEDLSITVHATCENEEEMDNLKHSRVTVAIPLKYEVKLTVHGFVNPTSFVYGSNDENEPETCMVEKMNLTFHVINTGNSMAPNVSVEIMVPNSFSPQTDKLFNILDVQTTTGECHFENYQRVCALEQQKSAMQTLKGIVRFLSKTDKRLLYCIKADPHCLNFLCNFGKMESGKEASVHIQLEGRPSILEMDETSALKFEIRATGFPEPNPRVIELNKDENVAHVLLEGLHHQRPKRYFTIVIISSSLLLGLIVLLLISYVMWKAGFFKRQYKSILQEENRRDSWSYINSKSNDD
RPL19A TOR yeast – RPL19A-GFP expression modulators in yeast, primary screen, cell-based, S. cerevisiae, multiplex flow cytometry, MLPCN; percent response vs DMSO, % at 10 µM; S. cerevisiae RPL19A-GFP strain, 3 h; stronger effect = lower value; 0.3% of 330,000 active; AID 2025, 2009;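 active = percent response vs DMSO below 50%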;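 also: median channel GFP fluorescence of the barcoded RPL19A-GFP strain; ratio of sample median GFP to plate DMSO average so 100% = DMSO; lower means less RPL19A-GFP as with rapamycin TOR inhibition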
An asterisk follows results filed as active; i = inactive; . = not tested or not shown.

SMILES	AGP1 TOR yeast	MEP2-GFP yeast	GASC-1 inh	GRK2 aptamer HTS	CIT2-GFP yeast	LAP4 TOR yeast	VLA-4 inh	RPL19A TOR yeast
CCOc1ccc(CN2CCNC(=O)C2CC(=O)NCc2csc(C)n2)cc1 (centres undefined)	100	95	-2	0	98	87	3	106
CCCC(=O)Nc1ccc(NC(=O)c2ccccn2)cn1	90	133	-12	0	87	.	-4	90
Cc1ccc2nc(C)cc(C(=O)OCC(=O)Nc3c(C)n(C)n(-c4ccccc4)c3=O)c2c1	101	95	-14	0	101	98	-8	99
CCCC(=O)Nc1ccccc1N1CCN(C(=O)C(C)C)CC1	104	104	0	5	96	102	3	105
COc1cccc(C(=O)Nc2ncc3c(n2)CC(C)(C)CC3=O)c1	98	97	18	0	95	107	2	99
C=C1CC2C(=O)N(Cc3ccccc3)C(C(=O)OCC)(C(=O)OCC)C1N2C(=O)OC(C)(C)C (centres undefined)	95	94	-23	0	91	108	17	100
O=C(N/N=C/c1cccnc1)c1ccc(NC(=O)c2ccccc2Cl)cc1	94	96	-8	0	113	105	18	95
COc1ccc(-c2[nH]ncc2CN2CCCC(C(=O)c3ccc(OC)cc3OC)C2)cc1 (centres undefined)	102	98	33	1	104	95	3	101
Cc1nn(C(C)(C)C)c(NC(=O)c2ccc(Cl)cc2Cl)c1Br	103	98	-17	1	94	115	-14	98
O=C(Cc1ccc([N+](=O)[O-])cc1)NCc1ccccn1	96	101	-1	1	98	89	14	100
COc1ccc(NC(=O)COC(=O)/C=C/c2ccccc2[N+](=O)[O-])cc1OC	97	105	-1	8	94	100	5	99
Cc1ccc(S(=O)(=O)c2nnn3c2nc(NCCCN2CCCC2=O)c2ccccc23)cc1C	100	99	-11	0	97	93	-123	99
Cn1c(Cc2csc(N)n2)nnc1SCC(=O)NC1CCCCC1	105	93	.	3	104	98	2	100
O=C(CN1C(=O)NC2(CCCc3ccccc32)C1=O)N1CCc2ccccc2C1 (centres undefined)	105	101	-19	6	105	106	8	102
CN(CC(=O)Nc1ccc(F)cc1)c1ccc(S(=O)(=O)N2CCCCC2)cc1[N+](=O)[O-]	96	98	2	1	96	89	7	103
NNC(=O)CC1NCCN(Cc2ccccc2)C1=O (centres undefined)	94	97	22	0	96	90	12	101
Cc1ccc(CSCC(=O)NCc2cccnc2)cc1	109	112	-4	0	105	106	10	109
CCOC(=O)CC(=O)CSc1ncnc2c1nnn2-c1ccc(F)cc1	97	96	-2	0	93	113	17	100
C/C(=N\NC(=O)c1ccc(N2CCCC2=O)cc1)c1ccccc1	98	104	10	2	100	95	-4	96
Cc1sc(NC(=O)c2ccccc2)c(C(=O)NCCN(C)C)c1C	106	108	0	0	101	111	16	104
Cc1ccc(S(=O)(=O)Nc2cccc(C(=O)NC3CCN(Cc4ccccc4)CC3)c2)cc1F	102	98	-10	0	104	108	4	96
COc1ccc(S(=O)(=O)N2CCCCCC2)cc1C(=O)OCc1cccc(OC)c1OC	106	105	-5	0	106	112	2	100
CCOC(=O)N1CCC(NC(=O)c2cc(C(=O)Nc3ccc(OCC)cc3)ccc2CO)CC1	103	107	7	0	89	112	-2	102
O=C(N/N=C/C=C/c1ccccc1)c1ccc(Br)cc1	84	92	6	0	83	80	-8	110
Cn1c(=O)c2c(n3cnnc13)-c1ccccc1CC21CCCC1	91	101	-18	3	92	104	1	97
CCOc1cccc(-c2cc(C(=O)NN)[nH]n2)c1	98	106	-2	3	103	102	-5	101
COc1ccc(C)cc1NC(=O)C1CCCN1C(=O)OCc1ccccc1 (centres undefined)	105	103	-3	1	115	93	-8	99
COc1ccc(C(=O)NNS(=O)(=O)c2ccccc2)cc1	102	102	13	0	99	91	-4	99
COc1cccc(-c2nc(CS(=O)(=O)CC(=O)NC3CCCCC3C)c(C)o2)c1 (centres undefined)	100	99	35	0	99	89	9	99
COc1ccc(CNC(=O)CN(c2cc(C)cc(C)c2)S(=O)(=O)c2c(C)[nH]c(=O)[nH]c2=O)cc1	105	113	i	3	106	106	1	106
Cc1ccn2c(=O)nc(SCC(=O)NC3CCCCC3)nc2c1	111	97	.	2	107	114	-6	101
CC(C)Oc1ccc(C(=O)Nc2cccc(S(=O)(=O)N3CCCC3)c2)cc1	102	103	-6	0	106	99	19	100
O=S(=O)(NCc1csc(-c2cccnc2)n1)c1ccc(F)cc1	110	102	-3	0	113	100	5	103
O=C(Nc1ccccc1N1CCOCC1)c1ccc(Cl)c(S(=O)(=O)NCc2ccco2)c1	92	97	-19	3	96	89	27	96
COc1ccc(-n2nc(C(=O)NCC(=O)N3CCC(C)CC3)c3ccccc3c2=O)cc1Cl	91	112	3	1	99	119	-19	98
CCSc1nc2c(c(=O)n(C)c(=O)n2C)n1Cc1ccc(Cl)cc1	104	106	-1	0	95	103	-1	104

Results in VLA-4 inh and GRK2 aptamer HTS (2 entries from above):
SMILES | VLA-4 inh | GRK2 aptamer HTS
COc1cccc(-c2nc(CS(=O)(=O)CC(=O)NC3CCCCC3C)c(C)o2)c1 (centres undefined) | 9 | 0
COc1ccc(CNC(=O)CN(c2cc(C)cc(C)c2)S(=O)(=O)c2c(C)[nH]c(=O)[nH]c2=O)cc1 | 1 | 3

Next results follow.
SMILES	AGP1 TOR yeast	MEP2-GFP yeast	GASC-1 inh	GRK2 aptamer HTS	CIT2-GFP yeast	LAP4 TOR yeast	VLA-4 inh	RPL19A TOR yeast
Cc1cc(NC(=O)CN2C(=O)NC(CC(C)C)C2=O)ccc1Br (centres undefined)	103	98	-67	0	96	106	6	98
C/C(CC(=O)Nc1ccc(Cl)cc1Cl)=N\NC(=O)c1ccncc1	107	98	-5	2	100	101	12	97
Cc1ccc(CNS(=O)(=O)c2ccc(Br)s2)cc1	100	88	-8	0	88	106	19	98
Cc1cccnc1NC(=O)c1ccc(Br)o1	112	102	30	0	95	114	15	100
C#CCNC(=O)[C@H](Cc1ccc(C(=O)c2ccccc2)cc1)NC(=O)OC(C)(C)C	95	106	2	0	91	108	-2	106
O=c1[nH]ncc2c3ccccc3n(Cc3cccc(Cl)c3)c12	87	93	-1	2	80	87	9	97
COc1cccc(-c2nc(-c3ccc(Br)o3)no2)c1	101	95	3	2	83	104	5	97
CCOC(=O)Cc1c(C)nc2c(-c3ccccc3)c(C)[nH]n2c1=O	.	91	-8	13	91	90	-3	91
COc1ccc(/C=C/C(=O)N(c2ccccn2)C2CCCCC2)cc1OC	91	101	3	0	96	92	11	101
CC(=O)Nc1ccc2nc(NC(=O)CS(=O)(=O)c3ccccc3)sc2c1	113	101	-1	1	104	100	9	101
CC1CC(C)CN(C(=O)c2ccc(Br)c(S(=O)(=O)N3CCOCC3)c2)C1 (centres undefined)	91	92	5	0	83	89	7	89
CN(CC(=O)Nc1cccc(F)c1)C(=O)c1cn2ccccc2n1	106	104	2	0	99	101	-2	99
O=C1Nc2ccccc2/C1=N\N=C\C1=C(N2CCOCC2)C(=C\c2ccccc2)/CC1	103	108	-4	2	107	110	5	102
CCCS(=O)(=O)N1CCCC(C(=O)NCCc2ccc(Cl)cc2)C1 (centres undefined)	88	93	-1	1	94	89	6	90
Cc1cc(C)nc(N2CCN(c3nnnn3-c3ccccc3)CC2)n1	98	96	-7	0	95	95	-2	100
CCCCN1Cc2cc(C(=O)c3cc(F)ccc3O)cnc2NC1=O	100	105	4	0	107	105	-6	98
COCCN(C(=O)C1=COCCO1)c1c(N)n(Cc2ccccc2)c(=O)[nH]c1=O	101	101	17	0	100	102	-10	101
COCc1[nH][nH]c(=O)c1C=NCC(=O)OC	110	105	-5	0	103	98	11	107
Cn1cnc(Sc2ncnc3nc[nH]c23)c1[N+](=O)[O-]	101	107	0	96*	108	102	16	104
Cc1cc2nccc(-c3ccccn3)n2n1	110	100	-12	38	107	100	-7	104
COc1ccc(O)c(C=NCC(C)N=Cc2cc(OC)ccc2O)c1 (centres undefined)	101	110	-13	0	104	96	1	108
Cc1ccc(S(=O)(=O)Nc2ccc(N3CCOCC3)cc2)cc1	104	105	0	1	100	97	1	98
C[C@H](NC(=O)c1ccc(Br)cc1)C(=O)NCc1ccc(S(N)(=O)=O)cc1	88	98	11	0	76	109	-2	101
O=C(COC(=O)c1ccco1)NNC(=O)c1ccc(Cl)cc1	102	93	81*	2	99	100	6	88

Gathered by group, those above containing a furan ring, fused or not (four)
SMILES	AGP1 TOR yeast	MEP2-GFP yeast	GASC-1 inh	GRK2 aptamer HTS	CIT2-GFP yeast	LAP4 TOR yeast	VLA-4 inh	RPL19A TOR yeast
O=C(Nc1ccccc1N1CCOCC1)c1ccc(Cl)c(S(=O)(=O)NCc2ccco2)c1	92	97	-19	3	96	89	27	96
Cc1cccnc1NC(=O)c1ccc(Br)o1	112	102	30	0	95	114	15	100
COc1cccc(-c2nc(-c3ccc(Br)o3)no2)c1	101	95	3	2	83	104	5	97
O=C(COC(=O)c1ccco1)NNC(=O)c1ccc(Cl)cc1	102	93	81*	2	99	100	6	88

The results go on.
SMILES	AGP1 TOR yeast	MEP2-GFP yeast	GASC-1 inh	GRK2 aptamer HTS	CIT2-GFP yeast	LAP4 TOR yeast	VLA-4 inh	RPL19A TOR yeast
Cc1nc(NCc2ccco2)c2c3c(sc2n1)CCC3	91	110	10	0	90	138	-4	101
Cc1nc2cc(C(F)(F)F)ccc2n1C1CCN(CC(=O)N2CCCC2)CC1	94	92	3	0	94	89	3	95
CN1CCN(C(=O)CCS(=O)(=O)c2cc3c(cc2Cl)NC(=O)CO3)CC1	100	102	-1	3	103	92	-27	101
CN(C(=O)C1CCN(S(=O)(=O)c2cccs2)CC1)C1CCCCC1	101	104	3	0	98	97	10	99
COc1ccc(-n2nnnc2SCC(=O)c2ccc3c(c2)OCCO3)c(OC)c1	102	96	-15	0	95	101	0	99
Cc1ccc(NC(=O)Nc2cc(C(F)(F)F)c[nH]c2=O)cc1	103	110	-4	2	106	107	8	104
O=C(Nc1cccc(F)c1)Nc1ccc2c(c1)C(=O)OC2	104	99	-5	2	112	100	2	102
CCc1ccccc1NC(=O)CCC(=O)c1cccs1	102	100	49	0	104	105	0	101
O=C(N/N=C/c1ccccc1Br)C1CC1	92	91	-9	2	92	94	-6	92
Cc1cc(S(=O)(=O)Nc2noc3ccccc23)ccc1F	102	100	0	0	102	99	-8	104
CN(C)C=NC(=O)c1cc(C(=O)c2ccccc2Cl)c[nH]1	100	101	-27	1	100	101	3	93
Cc1ccc(OCC(=O)Oc2c(C)cccc2C)cc1C	91	98	0	20	99	86	10	100
O=C1NC(=O)c2cc(NC(=O)C3COc4ccccc4O3)ccc21 (centres undefined)	101	105	5	33	102	98	11	97
CC(C)C(NC(=O)Nc1ccccc1)C(=O)Nc1cccc(S(=O)(=O)N(C)C)c1 (centres undefined)	100	105	-2	0	101	95	-1	102
COc1ccccc1/C=C/C(=O)OCCN1C(=O)c2ccccc2C1=O	96	109	7	0	99	100	0	103
O=C(c1ccc([N+](=O)[O-])cc1)N1CCN(C(=O)c2cccs2)CC1	94	102	-10	0	98	92	9	99
O=C(NNC(=O)C1CC(c2cccs2)=NO1)Nc1ccc(Cl)cc1 (centres undefined)	99	99	-3	0	102	98	-11	102
COc1cccc(NC(=O)C2CCN(S(=O)(=O)c3ccc4c(c3)OCCO4)CC2)c1	100	96	-2	9	112	89	14	97
CCOC(=O)c1ccc(Nc2cc(C)nc3nc(C)nn23)cc1	103	104	3	5	102	105	-7	103
O=S(=O)(c1ccc(NC(=S)NCc2ccc(F)cc2)cc1)N1CCOCC1	90	96	9	3	101	99	6	103
COC(=O)CNS(=O)(=O)c1ccc(Cc2ccc(S(=O)(=O)NCC(=O)OC)cc2)cc1	96	100	-3	0	100	95	5	97
